# CRFBP-R2 agonist: agonists of CRF-BP/CRF-R2 complex, primary screen, cell-based, HEK293, calcium dye fluorescence, uHTS. hit rate 0.46% among 350,000. calcium dye fluorescence (FLIPR); percent of saturating CRF peptide response. CRF-binding protein / CRF receptor 2 complex (human). activation, % at 13.2 µM;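 active = activation of at least 50%, plus an integration ratio under a set limit after plate pattern correction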;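 note: plate controls were neutral control wells without compound for no effect and CRF at EC100 for full effect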
# IDE cell activ: human IDE activators in live cells, primary screen, fluorescence polarization, HEK cells, FAbeta-B substrate; hit rate 0.073% among 340,000; AID 493087, 2011; FAbeta-B cleavage; 0% vehicle, 100% cell-free pure enzyme wells; Insulin-degrading enzyme (Homo sapiens), P14735; activation, % at 5.96 µM;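 active = activation above the mean of all tested compounds plus 3 SD, set per screening campaign, cut at about 17% in these data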
# MEKK3 PB1 HTS: modulators of MEKK3-MEK5 PB1 binding, primary screen, biochemical, wildtype MEKK3, multiplex bead flow cytometry, Alexa488-MEK5; Mitogen-activated protein kinase kinase kinase 3 (Homo sapiens), Q99759; bead-based flow cytometry, Alexa488-MEK5 binding to MEKK3; actives lie on both sides; 0 = blocked by unlabeled MEK5, 100 = vehicle; binding response (% of control), % at 10 µM; hit rate 1.4% among 290,000;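 active = binding response more than 3 SD above or below the average of its plate-row segment, actives on both sides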;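 note: Alexa488 bead fluorescence after subtracting the streptavidin-only scavenger bead signal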
# CHRM4 PAM: human M4 muscarinic receptor positive allosteric modulators, primary screen, CHO-K1 cells, Fluo-8 calcium fluorescence | Muscarinic acetylcholine receptor M4 (Homo sapiens), P08173 | CHO-K1 hM4/Gqi5, ACh EC20; 0% = ACh EC20, 100% = maximal ACh | activation, % at 3 µM | hit rate 0.4% among 360,000 | AID 624126, 2012;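 active = activation above its plate's cutoff, the mean activation of sample wells plus 3 SD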; note: some results filed as inactive read as strong as hits
# Target sequence (P08173 whole entry, looked up): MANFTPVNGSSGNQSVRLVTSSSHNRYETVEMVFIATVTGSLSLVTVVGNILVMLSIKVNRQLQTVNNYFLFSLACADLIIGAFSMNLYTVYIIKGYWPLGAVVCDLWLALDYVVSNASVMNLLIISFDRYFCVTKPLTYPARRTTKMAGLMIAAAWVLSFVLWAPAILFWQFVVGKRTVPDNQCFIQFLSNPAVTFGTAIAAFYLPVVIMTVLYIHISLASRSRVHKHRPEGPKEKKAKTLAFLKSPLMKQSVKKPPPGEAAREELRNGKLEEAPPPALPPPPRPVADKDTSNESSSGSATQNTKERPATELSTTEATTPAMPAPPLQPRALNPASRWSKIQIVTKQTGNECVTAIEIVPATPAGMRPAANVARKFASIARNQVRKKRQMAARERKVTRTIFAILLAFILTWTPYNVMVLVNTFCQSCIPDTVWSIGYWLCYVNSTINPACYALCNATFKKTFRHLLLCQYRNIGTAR
# CRFR2-BP antag: antagonists of CRF-BP/CRF-R2 complex, primary screen, cell-based, HEK293, calcium dye fluorescence, uHTS; CRF-induced calcium fluorescence; hit rate 0.59% among 350,000; inhibition, % at 11.8 µM;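 active = inhibition of the ligand-induced calcium signal above about 50% at the single tested concentration, limit read from the data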
# IDE inh: human IDE inhibitors in live cells, primary screen, fluorescence polarization, HEK cells, FAbetaB substrate | FAbetaB cleavage | inhibition, % at 5.59 µM | Insulin-degrading enzyme (Homo sapiens), P14735 | AID 434962, 2010 | hit rate 0.41% among 320,000;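 active = percent inhibition above the average of all tested compounds plus 3 SD, set per screening campaign, cut at about 16% in these data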;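 note: IDE supplied by intact live HEK cells; FP after avidin binding of uncleaved biotin substrate so inhibition keeps polarization high; 0% = DMSO wells and 100% = 60 µM reference IDE inhibitor Ii1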
# p-CIP stab down: p/CIP-EGFP fusion destabilizers, primary screen, fluorescence, F442A cells. 16 h. AID 1984, 2009. hit rate 0.01% among 290,000. Q05BA5. decrease of EGFP signal, % at 10 µM;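 active = EGFP signal decrease of at least 30% at 10 µM or well 3 SD below plate mean, unless failing retest; inactive = the rest, including hits failing retest or dose response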; note: some compounds called inactive have numbers as strong as hits; many of its hits are not listed in these tables
# PHOSPHO1 inh: PubChem AID 1565 | hit rate 1.1% among 290,000 | inhibition, % at 13.3 µM | Phosphoethanolamine/phosphocholine phosphatase (Homo sapiens), Q8TCT1 | recombinant PHOSPHO1, absorbance phosphatase assay; in the data active = inhibition above about 60%
# Target sequence (Q8TCT1 whole entry, looked up): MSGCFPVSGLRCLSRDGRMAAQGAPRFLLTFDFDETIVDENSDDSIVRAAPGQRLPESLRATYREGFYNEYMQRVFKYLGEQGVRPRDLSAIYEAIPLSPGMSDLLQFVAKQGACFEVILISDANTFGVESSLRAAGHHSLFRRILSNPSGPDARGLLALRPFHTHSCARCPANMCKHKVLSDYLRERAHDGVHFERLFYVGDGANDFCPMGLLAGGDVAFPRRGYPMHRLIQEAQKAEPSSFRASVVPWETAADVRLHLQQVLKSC
# GalR3 antagonist: GalR3 antagonists in HEK293 cells, primary screen, cell-based, fluorescence readout. Galanin receptor type 3 (Homo sapiens), O60755. HEK293 GalR3-CNG cAMP membrane potential fluorescence; galR3 body fused to GalR1 C-terminus. inhibition, % at 3 µM. hit rate 0.44% among 360,000;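 active = inhibition above the screen-wide average plus 3 SD, cut at about 13% in these data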;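 note: forskolin and galanin both at EC90 stimulate the cells; cAMP rise reported by CNG channel membrane potential dye signal; 0% = forskolin plus galanin with DMSO and 100% = forskolin alone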
# Target sequence (O60755 1-299 limits assumed): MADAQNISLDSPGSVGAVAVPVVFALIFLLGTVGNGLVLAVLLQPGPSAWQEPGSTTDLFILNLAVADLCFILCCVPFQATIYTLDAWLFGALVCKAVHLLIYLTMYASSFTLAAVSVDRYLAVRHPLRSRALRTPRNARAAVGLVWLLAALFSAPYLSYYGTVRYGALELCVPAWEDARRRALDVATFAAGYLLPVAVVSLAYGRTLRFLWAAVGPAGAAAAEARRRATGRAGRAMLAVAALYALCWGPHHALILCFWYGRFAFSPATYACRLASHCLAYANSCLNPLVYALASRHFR
# Active calls of the source: *; / = no result given.
# Order of values – CRFBP-R2 agonist	IDE cell activ	MEKK3 PB1 HTS	CHRM4 PAM	CRFR2-BP antag	IDE inh	p-CIP stab down	PHOSPHO1 inh	GalR3 antagonist
COC(=O)CSc1nnc(-c2ccc(S(=O)(=O)N3CCC(C)CC3)cc2)o1
  2.3	8	96	2	-8	-1	-1	5	-2
c1ccc(CSc2nnc3ccc(-c4ccncc4)nn23)cc1
  1.0	1	106	-6	-2	-3	-7	-12	2
CN=C(N)NCCC[C@H](N)C(=O)O
  -2.4	5	/	-3	-5	1	/	/	-1
COc1ccc(NC(=O)Cn2nnc(-c3ccccc3NC(=O)C3CC3)n2)cc1
  -1.3	3	96	7	38	3	-2	-2	2
CS(=O)(=O)N(CC(=O)Nc1cccc(F)c1)c1cccc([N+](=O)[O-])c1
  -0.3	-1	99	1	-17	7	7	50	-5
COc1ccc(CN2CC(=O)N3[C@H]4c5cc(C)ccc5OC[C@@H]4[C@H](c4ccccc4)[C@]3(C)C2=O)cc1
  4.7	1	/	-6	-19	3	/	/	-1
CCn1c2ccccc2c2cc(/C=N/n3cn[nH]c3=S)ccc21
  -3.6	-10	91	20	10	-1	-6	28	-5
Cc1nnc(NC(=O)CCC2CCCCC2)s1
  -2.0	/	/	9	-19	/	/	/	6
Cc1c(Cl)cccc1Nc1nc(N)nc(CN2CCc3ccccc3C2)n1
  1.6	6	106	2	-11	-1	-10	19	-4
CC(=O)Nc1ccc(/C(C)=N/NC(=O)c2ccccc2Cl)cc1
  9.6	0	97	15	-7	3	-3	14	-10
Nc1cc(=O)[nH]c(SCC(=O)Nc2cc(S(=O)(=O)N3CCOCC3)ccc2Cl)n1
  4.7	-2	101	0	-11	3	0	-3	-7
COc1ccc(Cl)cc1NC(=O)c1cc(-c2ccc(C)cc2O)n[nH]1
  -0.5	0	101	2	10	14	-10	28	3
COCCCNC(=O)c1ccc2c(=O)n(Cc3ccccc3OC)c(=S)[nH]c2c1
  0.7	-2	102	1	0	7	3	-15	-10
CCOc1ccc(CN2CCC(C(=O)Nc3cccc(-c4ccn[nH]4)c3)CC2)cc1Cl
  -0.6	6	101	1	-7	3	-11	-6	-3
COc1cccc(N(CC(=O)NCCN2CCOCC2)S(=O)(=O)c2ccccc2)c1
  1.6	0	/	8	3	0	/	/	-5
COc1ccc(C(=O)NCC(c2ccco2)N2CCCC2)cc1S(=O)(=O)N1CCCCC1C (stereo unspecified)
  0.7	2	/	-6	-8	-3	/	/	-6
O=C(NCCc1ccccn1)c1cncc(Br)c1
  2.8	0	99	10	-2	7	-3	11	-7
Cc1cc(C)n(Cc2ccc(C(=O)NN)o2)n1
  0.2	2	76	-4	2	-1	0	0	-5
CCCc1nc2sc3c(=O)[nH]cnc3c2c2c1CCCC2
  /	/	100	/	/	-9	-18	34	0
CC1CCCC1/C(=N/O)c1ccccc1 (stereo unspecified)
  -1.2	0	98	1	13	1	12	-12	-12
Cn1c(Cl)nc2ccccc21
  4.3	1	102	10	-7	0	13	45	-4
Cn1c(/C(C#N)=C/c2ccc(-c3ccc(S(N)(=O)=O)cc3)o2)nc2ccccc21
  18	-7	100	-25	-31	26*	-276	-16	0
O=C(Cc1c(O)c2ccccc2oc1=O)c1ccc(C(F)(F)F)cc1
  1.5	5	100	-2	18	9	-5	14	-10
O=C(NCCCN1CCCC1=O)C1CCN(S(=O)(=O)c2ccc(Cl)cc2)CC1
  -1.2	2	/	5	-11	-8	/	/	-5
CCOC(=O)c1c(-c2cccc([N+](=O)[O-])c2)csc1N
  -2.5	3	112	1	20	-1	-25	-21	-2
O=C(NC(NNc1ccc([N+](=O)[O-])cc1)(C(F)(F)F)C(F)(F)F)c1ccccc1Cl
  23	8	101	-11	10	0	-5	30	-5
CCOC(=O)C(CC)n1cnc2c(oc3ccccc32)c1=O (stereo unspecified)
  -0.6	-1	105	9	-11	-1	-10	41	-5
CC(Sc1nnc(-c2ccccc2Br)n1-c1cccc(C(F)(F)F)c1)C(N)=O (stereo unspecified)
  -1.4	3	97	-1	-3	-1	-3	16	-2
C[C@]12CCC3c4ccc(O)cc4CCC3C1CC/C2=N\N (stereo partly specified)
  -0.4	-1	/	10	-9	-3	/	/	-2
COc1ccc(CN2CCN(C(=O)CC(C)C)CC2)c(OC)c1OC
  -0.8	4	107	-5	-2	2	-5	56	-5

# Three compounds from above, ordered by count of non-hydrogen atoms, lowest first:
# Order of values – CRFBP-R2 agonist	IDE cell activ	MEKK3 PB1 HTS	CHRM4 PAM	CRFR2-BP antag	IDE inh	p-CIP stab down	PHOSPHO1 inh	GalR3 antagonist
CCOC(=O)c1c(-c2cccc([N+](=O)[O-])c2)csc1N
  -2.5	3	112	1	20	-1	-25	-21	-2
CCOC(=O)C(CC)n1cnc2c(oc3ccccc32)c1=O (stereo unspecified)
  -0.6	-1	105	9	-11	-1	-10	41	-5
COc1ccc(CN2CCN(C(=O)CC(C)C)CC2)c(OC)c1OC
  -0.8	4	107	-5	-2	2	-5	56	-5

# Looked up above.
# C[C@]12CCC3c4ccc(O)cc4CCC3C1CC/C2=N\N (stereo partly specified) | IDE inh: -3
# O=C(NCCCN1CCCC1=O)C1CCN(S(=O)(=O)c2ccc(Cl)cc2)CC1 | GalR3 antagonist: -5
# COc1ccc(CN2CCN(C(=O)CC(C)C)CC2)c(OC)c1OC | CHRM4 PAM: -5
# CC(Sc1nnc(-c2ccccc2Br)n1-c1cccc(C(F)(F)F)c1)C(N)=O (stereo unspecified) | CRFR2-BP antag: -3
# Cn1c(Cl)nc2ccccc21 | p-CIP stab down: 13

# (next part)
mol | CRFBP-R2 agonist | IDE cell activ | MEKK3 PB1 HTS | CHRM4 PAM | CRFR2-BP antag | IDE inh | p-CIP stab down | PHOSPHO1 inh | GalR3 antagonist
COc1cc2c(cc1OC)C1CC(=O)C(CC(C)C)CN1CC2 (stereo unspecified) | -0.9 | 4 | 101 | 2 | -13 | 0 | -3 | 24 | 0
CC(C)=CCCC(C)CN(C)CCc1ccccn1 (stereo unspecified) | -0.5 | 2 | 103 | -16 | -14 | 2 | -5 | 16 | -4
CCOC(=O)C1(Cc2cccc(OC)c2)CCCN(S(=O)(=O)c2cccnc2)C1 (stereo unspecified) | 1.1 | 2 | 101 | 2 | 14 | 0 | 5 | -3 | -5
CC(C)(C)c1[nH]ncc1[N+](=O)[O-] | -1.2 | 3 | 117 | 3 | -9 | 9 | -9 | 20 | -3
Cc1csc(NC(=O)CSc2nncn2C)n1 | 1.1 | -4 | 99 | 3 | -6 | 4 | -6 | -7 | 1
CCCCN(C(=O)c1cccc(N2C(=O)c3ccccc3C2=O)c1)c1c(N)n(CC(C)C)c(=O)[nH]c1=O | 0.9 | -2 | / | 5 | -6 | -3 | / | / | -4
C[C@@H](NC(=O)c1[nH]cnc1C(=O)Nc1ccccc1F)c1ccccc1 | 0.1 | / | / | 0 | 2 | / | / | / | 1
COc1cccc(C2CN(c3ccc(F)cc3F)N=C2c2cccs2)c1OC (stereo unspecified) | 3.4 | 3 | 106 | -5 | 5 | -1 | -7 | 1 | -1
O=C(COc1ccc(-c2ccccc2)cc1)NNC(=O)NC1CCCCC1 | -2.6 | -1 | 82 | -21 | -6 | 7 | -4 | 37 | -2
COc1ccc(/C=N/Nc2nnc(-c3ncc[nH]3)c3ccccc23)cc1 | 0.5 | 4 | 99 | 3 | -12 | 3 | 0 | -82 | /
CCCC(=O)OCCNc1cc(SCCC(=O)OC)c2nonc2c1[N+](=O)[O-] | 0.2 | -2 | 121 | -4 | 17 | 10 | -7 | -44 | 1
O=C(COC(=O)CNC(=O)c1ccc(Cl)cc1Cl)NNC(=O)c1ccccc1F | 0.0 | 6 | / | 7 | -1 | 7 | / | / | -7
O=[N+]([O-])c1ccc(N2CCN(CCO)CC2)c2ncccc12 | -1.4 | 2 | 102 | 12 | 13 | -1 | -4 | -10 | 5
COC(=O)C1Cc2c([nH]c3ccccc23)CN1 (stereo unspecified) | -0.3 | 1 | 93 | 6 | -11 | 2 | -10 | 52 | -4
CC(=O)Nc1ccc(S(=O)(=O)NC(CC(=O)NCCC2=CCCCC2)C(C)C)cc1 (stereo unspecified) | 2.0 | 2 | 97 | 3 | -20 | 0 | -19 | 24 | -1
COc1cc(C(C)=O)ccc1OCC(O)CN1CCN(c2ccccc2)CC1 (stereo unspecified) | 0.3 | 3 | 107 | 1 | 12 | 4 | -4 | 20 | -7
CN(C)CCCNC(=O)c1cc(C(=O)Cc2ccccc2)c[nH]1 | 0.9 | 3 | 103 | 4 | 2 | 4 | -3 | 41 | -8
O=C(CCN1C(=O)c2ccccc2C1=O)NC(=S)Nc1ccccc1Cl | 2.2 | -1 | 94 | 2 | -53 | -6 | -5 | 10 | -6
O=C(NCCCN1CCCCCC1)C1CC(=O)N(CCc2ccccc2)C1 (stereo unspecified) | 2.5 | -6 | 81 | 5 | 11 | 11 | 2 | 15 | -5
CSC(SC)=C(C(C)=O)C(=O)c1ccc(C)cc1 | -1.3 | -3 | 107 | 8 | 20 | 0 | -1 | -1 | -3
COC(=O)c1cc(S(=O)(=O)NCC2CCN(Cc3cccc(F)c3)CC2)c[nH]1 | -0.6 | 4 | 95 | -3 | 3 | 0 | -16 | 12 | -5
CC1C/C(=C/c2ccccn2)C(=O)/C(=C/c2ccccn2)C1 (stereo unspecified) | 2.9 | 4 | 104 | 3 | -13 | 5 | -26 | 32 | /
CCOc1ccc(S(=O)(=O)Nc2ccncc2)c(C)c1C | 2.5 | 0 | 111 | 2 | -19 | 7 | 14 | 28 | 3
O=S(=O)(c1ccc(F)cc1)N1CCC(N2CCCC2)CC1 | -0.6 | 6 | 109 | 2 | 22 | 4 | -2 | -2 | /
Cc1ccc(NC(=O)c2cccc(Oc3ccc([N+](=O)[O-])cc3)c2)c(C(=O)O)c1 | -4.3 | 4 | 98 | 0 | 36 | 1 | -9 | 29 | 0
O=C(CSc1nnc(CCCOc2ccc(Cl)cc2Cl)o1)Nc1ccc(C(=O)O)cc1 | -3.0 | 2 | 106 | 7 | 11 | 18* | -1 | 13 | -1
CC(C)(C)C(=O)N1CCN(CCN2C(=O)c3cccc4cccc(c34)C2=O)CC1 | -0.7 | 4 | 102 | -2 | 0 | 2 | -2 | / | -7
COC(=O)c1ccc(C2C(C(=O)c3ccco3)=C(O)C(=O)N2c2cc(C)on2)cc1 (stereo unspecified) | 1.9 | 4 | 102 | 2 | -10 | -2 | -3 | 24 | -3
CN(C)CCCNC(=S)N(Cc1cccs1)Cc1cc2cc3c(cc2[nH]c1=O)OCCO3 | 2.5 | -3 | 98 | -3 | -34 | -1 | -10 | 18 | 1
CN(C)c1ccc(C(=S)N2CCOCC2)cc1 | -0.9 | -3 | 100 | 7 | -13 | -14 | -12 | 1 | -3
